Screening results: PubChem, several laboratories
GPR35 arrestin U2OS: GPR35 antagonists blocking zaprinast-driven arrestin recruitment, primary screen, imaging, U2OS, beta-arrestin-GFP, zaprinast agonist (AID 2058); U2OS GPR35 beta-arrestin-GFP translocation imaging, zaprinast antagonism; higher % means a stronger effect; inhibition, % at 10 µM, or IC50 in µM where a hit was titrated; 290,000 compounds, 0.052% hits;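 active = inhibition of at least 50% with at least 30 cells and total cytoplasm GFP at most 10,000,000; inconclusive = under 30 cells or total GFP of 10,000,000 plus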
NTR1 ag: agonists of NTR1, primary screen, imaging, U2OS cells, beta-arrestin-GFP, high content (AID 493036) | Neurotensin receptor type 1 (Homo sapiens), P30989 | NTR1-U2OS beta-arrestin-GFP spot imaging, agonist mode | activation, % at 20 µM | 330,000 compounds, 0.17% hits;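 active = activation at or above 40% of the spot to cytoplasm intensity ratio, with at least 20 cells analyzed; inconclusive = wells under 20 cells, flagged as cytotoxic or low count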;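 note: 0% = DMSO without peptide and 100% = 100 nM NTR1 peptide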
Target sequence (P30989 whole entry, looked up): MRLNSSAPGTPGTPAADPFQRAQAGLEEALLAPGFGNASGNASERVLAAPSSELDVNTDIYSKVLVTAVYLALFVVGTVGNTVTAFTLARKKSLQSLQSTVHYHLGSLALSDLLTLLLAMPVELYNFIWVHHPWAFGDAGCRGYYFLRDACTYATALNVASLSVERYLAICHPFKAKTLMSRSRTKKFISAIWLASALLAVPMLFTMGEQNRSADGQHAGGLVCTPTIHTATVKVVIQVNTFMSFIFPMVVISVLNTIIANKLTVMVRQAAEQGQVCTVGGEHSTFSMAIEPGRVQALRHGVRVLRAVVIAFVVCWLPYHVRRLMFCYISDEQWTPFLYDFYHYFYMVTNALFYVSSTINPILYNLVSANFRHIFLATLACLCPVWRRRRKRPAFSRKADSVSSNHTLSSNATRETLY
West Nile virus CPE: West Nile virus antiviral activity, cell-based, CPE readout (AID 1621); 290,000 compounds, 0.02% hits; one-dose CPE inhibition, % at 10 µM; IC50 in µM for titrated hits; West Nile virus-infected cells, CPE inhibition; higher % means a stronger effect; in the data active = a potency from the dose series; inconclusive = CPE inhibition mostly from about 3.7% at the one dose, without a potency; inactive = the rest, 99 in 100 with CPE inhibition below about 2.2%; note: strong numbers were not always called active
GPR55 activation: GPR55 agonists via beta-arrestin recruitment, primary screen, imaging, U2OS cells, beta-arrestin-GFP redistribution (AID 1961); G-protein coupled receptor 55 (Homo sapiens); U2OS GPR55 beta-arrestin-GFP redistribution imaging; higher % means a stronger effect; activation, % at 10 µM; hits with a dose series show EC50 in µM; 290,000 compounds, 0.048% hits;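 active = activation above 40% with more than 50 cells counted in the well; inconclusive = wells holding fewer than 50 cells, flagged as toxic or sparse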;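 note: U2OS osteosarcoma cells stably expressing GPR55 and beta-arrestin-GFP; plate controls were DMSO negative control for no effect and LPI positive control for full effect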
KOR beta-arrestin-1: KOR antagonists, beta-arrestin recruitment, cell-based, luminescence, uHTS (AID 1778) | KOR beta-arrestin recruitment, luminescence, antagonist mode; higher % means a stronger effect | inhibition, % at 10 µM; hits with a dose series show IC50 in µM | 290,000 compounds, 0.091% hits; in the data active = inhibition above about 50%; note: strong numbers were not always called active
GPR55 LPI antagonism: GPR55 antagonists blocking LPI-driven arrestin recruitment, primary screen, imaging, U2OS, beta-arrestin-GFP, LPI agonist (AID 2013); G-protein coupled receptor 55 (Homo sapiens); U2OS GPR55 beta-arrestin-GFP translocation imaging, LPI antagonism; higher % means a stronger effect; inhibition, % at 10 µM; hits with a dose series show IC50 in µM; 290,000 compounds, 0.13% hits;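 active = spots per cell inhibited over 60%, with over 100 cells counted and total cytoplasm intensity under 500,000; inconclusive = wells with under 100 cells, flagged as likely toxic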;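 note: U2OS cells stably carrying GPR55 and arrestin-GFP stimulated by 5 µM LPI near EC80; imaged beta-arrestin-GFP aggregate spots per cell after agonist stimulation; plate controls were LPI-stimulated DMSO wells for no effect and DMSO wells without LPI for full effect; some results filed as inactive read as strong as hits; confirmed hits need IC50 under 10 µM and bright autofluorescent wells are also inconclusive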
Salmonella PhoP GFP: inhibitors of PhoP regulon expression, primary screen, Salmonella Typhimurium, GFP reporter (AID 1863) | S. Typhimurium PhoP-regulated promoter GFP reporter, 4 h; higher % means a stronger effect | one-dose inhibition, % at 50 µM; IC50 in µM for titrated hits | 300,000 compounds, 0.16% hits;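 active = inhibition over 29.93%, a cutoff 3 SD above the screen mean, later confirmed by dose response; inconclusive = inhibition over 29.93% but no dose response follow-up; inactive = inhibition at most 29.93% or unconfirmed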;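 note: 0% = low Mg2+ inducing control and 100% = high Mg2+ repressing control; strong numbers were not always called active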
KOR beta-arrestin-2: KOR agonists, beta-arrestin recruitment, primary screen, cell-based, luminescence, uHTS (AID 1777). KOR beta-arrestin recruitment, luminescence; higher % means a stronger effect. activation, % at 10 µM; hits with a dose series show EC50 in µM. 280,000 compounds, 0.02% hits; in the data active = activation above about 50%, passing the limit was not always enough; note: a part of the inactive calls stands beside numbers as strong as those of hits
T cell modulator: modulators of CD8 T cell-vesicle binding, primary screen, mouse 2C CD8+ T cells, flow cytometry. 2C CD8+ T cell-vesicle binding; stronger effect = lower value. calls only at 7 µM. 330,000 compounds, 0.068% hits;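 active = response, share of CD8 T cells binding vesicles, and their 90th percentile fluorescence all below set limits, cut at about 80% in these data, passing the limit was not always enough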
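Benchmarks: naked versus QL9-loaded vesicles / Assay system: purified 2C TCR transgenic mouse naive CD8+ T cells / Technique: high-throughput flow cytometry with anti-B7-1 and anti-CD8 staining / Timing: Cell–vesicle co-incubation 1.5 h at 37 °C, staining 20 min on ice / Read-out: percent CD8+ FL2 mean versus row control / Probe or stimulus: QL9-loaded Drosophila micro-vesicles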
T cell modulator vesicle-bound %: further read-out of T cell modulator, marked with its call; double positive events, %; measured here: CD8+ vesicle-bound cell fraction;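 binding gate set so that unloaded-vesicle control wells show 10% double positive cells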
NTR1 ag cell count 20 µM: second read-out of NTR1 ag, no call of its own (marks repeat the call); cell count; measured here: cell count, cytotoxicity flag
Numbers without * were called inactive; i = inactive; ? = inconclusive; · = no result given; + = active, no number; [ ] = remark or other dose.

SMILES	GPR35 arrestin U2OS	NTR1 ag	NTR1 ag cell count 20 µM	West Nile virus CPE	GPR55 activation	KOR beta-arrestin-1	GPR55 LPI antagonism	Salmonella PhoP GFP	KOR beta-arrestin-2	T cell modulator	T cell modulator vesicle-bound %
CCNC(=O)CCn1nc(-c2ccc(C)cc2)c2ccccc2c1=O	10%	0.6	76	0.2%	-0.1%	-23%	5%	-6%	4.1%	i	22
O=C(Nc1ccc(F)cc1)Nc1csc2ccccc12	-7%	15	43	-0.5%	-0.1%	15%	15%	-5%	0.7%	i	29
CCOc1ccc(NC(=O)c2cnccn2)cc1	16%	0.3	70	0.0%	-0.2%	18%	7%	3%	-1.3%	i	28
Cc1cc2c(cc1S(=O)(=O)NC1CCCCC1C)OCC(=O)N2 (stereo unspecified)	1%	-0.6	54	-0.3%	-0.1%	12%	14%	-8%	-3.4%	i	30
O=C(O)CCCC(=O)NCCCCc1ccccc1	8%	0.1	78	0.5%	-0.2%	-13%	10%	-4%	0.5%	i	42
COc1ccc(C(=O)Nc2c(N)nc(SCC(=O)NCC3CCCO3)[nH]c2=O)cc1OC (stereo unspecified)	-3%	0.1	75	-0.3%	0.3%	15%	10%	-10%	-0.4%	i	28
O=C(CNC(=O)c1ccc(Cl)cc1)OCc1nc2ccccc2s1	6%	1.0	76	-0.6%	-0.2%	23%	10%	-5%	0.7%	i	58
C[N+]1(CC(O)COCC2COc3ccccc3O2)CCOCC1 (stereo unspecified)	-5%	0.5	45	0.6%	1.2%	19%	27%	6%	-5.9%	i	58
Cc1cn(C2OC[C@@H](O)[C@@H]2CO)c(=O)[nH]c1=O (stereo partly specified)	0%	2.4	57	0.4%	0.0%	11%	-4%	2%	-0.6%	i	33
CC(C)C(=O)N1CCC2(CC1)Oc1ccc(Cl)cc1C(=O)C21CC(c2cccnc2)=NO1 (stereo unspecified)	-6%	-2.2	61	-0.6%	-0.2%	19%	2%	-2%	-1.6%	+	10*
Cc1ccc(C(=O)CSc2nnc(Cn3nnc4ccccc43)n2C)cc1	-4%	0.4	58	-0.7%	-0.2%	-14%	4%	4%	2.5%	i	13
COc1ccc(CN(CCCN2CCOCC2)C(=O)Nc2cccc(Cl)c2)cc1OC	8%	-0.4	38	-0.5%	-0.3%	13%	13%	-12%	16%	i	52
CC(C)N1C(=O)CCC1C(=O)NCc1ccccc1Cl (stereo unspecified)	-2%	1.1	91	·	-0.2%	-16%	4%	-8%	4.1%	i	22
CC1CCCC(NC(=O)c2cc(S(=O)(=O)N3CCOCC3)ccc2F)C1C (stereo unspecified)	4%	1.9	61	-0.5%	-0.2%	-14%	-2%	8%	0.4%	i	29
NC(=O)c1ccccc1NC(=O)Nc1ccc(F)c(Cl)c1	8%	1.7	45	-0.1%	-0.1%	-10%[20 µM]	9%	8%	-4.3%	i	28
CCN(CC(=O)NCc1ccc(Cl)cc1)C(=O)CCc1ccccc1	13%	1.7	36	-0.3%	0.0%	21%	-16%	-3%	-2.5%	i	30
CSc1cccc(NC(=O)NCc2cccc(CNC(=O)Nc3cccc(SC)c3)c2)c1	9%	4.7	63	-0.1%	0.0%	19%	-4%	7%	-2.3%	i	40
CN(c1ccccc1)S(=O)(=O)c1ccc(C(=O)NCc2cccs2)cc1	-1%	0.0	48	-0.1%	-0.1%	37%	13%	-6%	-3.9%	i	13
COc1cc(CN2CCN(CC#Cc3ccccc3)CC2CCO)cc(OC)c1 (stereo unspecified)	6%	-1.0	39	-1.9%	0.3%	-31%[20 µM]	-4%	-13%	-1.6%	i	33
COc1cc(NC(=O)CSc2nc(C)cs2)cc(OC)c1	-3%	-0.1	49	-0.6%	-0.1%	5%	-12%	-8%	-2.8%	i	12
Cc1ccc(C)c(-n2c(N)c(C(N)=O)sc2=S)c1	·	0.5	66	-0.2%	·	·	·	1%	·	i	11
CCC(CC)c1nnc(NC(=O)Oc2ccccc2)s1	-4%	-0.8	51	0.1%	0.2%	-9%	1%	29%	-1.8%	i	2
Cc1cc(=O)oc2c(C)c(OCC(=O)NC3CC(C)(C)NC(C)(C)C3)ccc12	-10%	0.2	70	-0.3%	-0.1%	-36%	10%	-8%	2.3%	i	38
COc1ccccc1NC(=S)N(Cc1ccc(C(=O)O)cc1)Cc1ccc(OC)c(OC)c1	17%	-0.1	33	0.0%	-0.3%	40%	5%	-1%	-4.6%	i	17
COc1ccccc1Oc1cc(F)nc(N)n1	11%	-0.8	89	0.3%	-0.3%	-6%	15%	-1%	2.4%	i	39
COC(=O)c1ccc(/C=N/OCC(=O)NCCc2ccc(OC)c(OC)c2)cc1	-13%	0.7	38	-0.3%	0.5%	1%	5%	4%	-2.3%	i	22
Cc1ccccc1-c1nc(CN2CCC(C(=O)NCCCN3CC(C)CC(C)C3)CC2)c(C)o1 (stereo unspecified)	4%	0.3	92	-1.6%	0.0%	-30%	22%	15%	1.0%	i	15
COc1ccc(-n2c(-c3ccc(OC)c(OC)c3)n[nH]c2=S)cc1	-6%	0.5	66	0.3%	0.0%	35%	5%	0%	-1.7%	i	15
CC(C)(C)c1nnc(NC(=O)CCS(=O)(=O)c2ccccc2)s1	-9%	-0.3	46	?	0.0%	5%	-2%	3%	0.0%	i	20
Cc1c(Cl)cccc1NC(=S)NCCc1ccc(C(F)(F)F)cc1	20%	16	71	0.9%	-0.3%	-29%	-4%	-8%	2.1%	i	18
NS(=O)(=O)c1ccc(-c2ccc(/C=C3\SC(=O)NC3=O)o2)cc1	-18%	2.5	97	-0.4%	-0.2%	-23%[20 µM]	7%	-14%	0.4%	i	59
CCOC12NC(=O)CC(=O)N1C(c1ccccc1)=CS2 (stereo unspecified)	3%	-1.9	78	0.1%	0.8%	-9%	9%	-5%	1.8%	i	57
CC(C)Cn1c(CCCNC(=O)c2ccco2)nc2ccccc21	-2%	-0.1	67	0.2%	-0.2%	12%	4%	15%	-0.7%	i	42
COc1cc(/C=N/NS(=O)(=O)c2ccc(C)cc2)ccc1OCc1ccc(C(=O)O)cc1	10%	0.5	77	1.3%	-0.4%	-9%	6%	-1%	14%	i	51
CCC(C)(C)c1ccc(OCCN2C(=O)NC(C)(C)C2=O)cc1	9%	0.9	94	0.5%	-0.1%	-19%	3%	0%	2.1%	i	29
CC1CCC(NC(=O)Cn2c(=O)oc3ccccc32)CC1 (stereo unspecified)	18%	1.0	55	-0.4%	0.0%	-4%	32%	-1%	2.0%	i	58
CCOC(=O)N1CCN(C(=O)CSc2ccc3nnc(CCNC(=O)c4ccccc4)n3n2)CC1	-17%	1.8	50	-0.3%	-0.2%	-9%	0%	-2%	-8.7%	i	38
Cc1ccc2nc3nc(NCC4CCCO4)c(C(=O)NC4CCCC4)cc3c(=O)n2c1 (stereo unspecified)	1%	4.7	46	-0.6%	-0.2%	-19%	1%	-24%	-1.6%	i	29
N=C1C(c2nc(-c3ccc(Br)cc3)cs2)=C(O)CN1NC(=O)c1ccc([N+](=O)[O-])cc1	-11%	-0.3	51	-0.4%	-0.1%	-72%[20 µM]	-1%	5%	-4.1%	i	63
O=C1CCCc2c1[nH]c1ccc(Cl)cc21	3%	5.0	66	·	0.3%	-39%	-10%	3%	-2.0%	i	9

Reformatted with values under each structure: part of the list above
Values run as follows: GPR35 arrestin U2OS	NTR1 ag	NTR1 ag cell count 20 µM	West Nile virus CPE	GPR55 activation	KOR beta-arrestin-1	GPR55 LPI antagonism	Salmonella PhoP GFP	KOR beta-arrestin-2	T cell modulator	T cell modulator vesicle-bound %
- NS(=O)(=O)c1ccc(-c2ccc(/C=C3\SC(=O)NC3=O)o2)cc1
 : -18%	2.5	97	-0.4%	-0.2%	-23%[20 µM]	7%	-14%	0.4%	i	59
- CCOC12NC(=O)CC(=O)N1C(c1ccccc1)=CS2 (stereo unspecified)
 : 3%	-1.9	78	0.1%	0.8%	-9%	9%	-5%	1.8%	i	57

Carrying on.
SMILES	GPR35 arrestin U2OS	NTR1 ag	NTR1 ag cell count 20 µM	West Nile virus CPE	GPR55 activation	KOR beta-arrestin-1	GPR55 LPI antagonism	Salmonella PhoP GFP	KOR beta-arrestin-2	T cell modulator	T cell modulator vesicle-bound %
CCCC(=O)NC(=S)Nc1ccc(S(=O)(=O)Nc2ccc(OCC)cc2)cc1	-21%	13	52	-0.8%	0.6%	12%	14%	11%	-1.1%	i	0
Cc1ccc(N=Nc2c(C)[nH]n(-c3ccccc3)c2=O)cc1	-10%	6.0	44	-0.1%	-0.1%	8%[20 µM]	2%	8%	·	i	14
COc1ccccc1CNC(=O)C1CCC(CNc2c(N3CCOCC3)c(=O)c2=O)CC1 (stereo unspecified)	11%	-0.7	72	-0.1%	-0.2%	-7%	-2%	-5%	-3.8%	i	28
Cc1cc(C)c(C)c(S(=O)(=O)Nc2cccc(-n3cnnn3)c2)c1C	-1%	1.0	69	-0.1%	-0.2%	22%	-4%	-3%	-1.1%	i	22
O=C(O)CCn1c(=S)oc2ccccc21	1%	-0.6	36	1.4%	0.1%	19%	4%	-8%	-3.0%	i	49
CCCCCn1c(SCCCC)nc2c1c(=O)[nH]c(=O)n2C	4%	5.8	74	-0.6%	-0.1%	-44%	-1%	2%	-2.6%	i	32
CCc1ccc(C(=O)COC(=O)CNC(=O)c2ccc(Br)o2)cc1	1%	-0.1	64	0.0%	-0.2%	18%	-4%	1%	8.8%	i	34
COc1ccc(CC(=O)OCc2cc3ccc(C)cc3[nH]c2=O)cc1	15%	0.1	69	0.3%	0.1%	7%	-2%	14%	-0.3%	i	42
CCOc1ccc(Br)cc1C(=O)N/N=C/c1cccc(C)n1	3%	-0.3	54	-0.1%	-0.1%	24%	11%	-11%	-2.0%	i	25
Oc1cccc(/C=N/n2c(C3CCCCC3)n[nH]c2=S)c1	-6%	1.6	66	-0.6%	-0.1%	38%	5%	5%	-1.0%	i	9
Cc1cc(=O)cc(C)[nH]1	5%	-0.9	72	-0.1%	0.0%	36%	3%	-5%	-4.1%	i	56
